# EP2 modulator = EP2 receptor (human) modulation; P43116; EP2-expressing cells, cAMP HTRF FRET, PGE2 co-stimulation; actives 0.83% (n = 260,000); induction, % at 25 µM;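 active means compounds whose cAMP rise, as percent of the full-agonist control response, exceeds 60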;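 further: rat C6 glioma line stably carrying human EP2 under a CMV promoter; the protocol text gives 20 µM as final concentration; 100% = response of wells given 1 µM PGE2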
# Target sequence (P43116 whole entry, looked up): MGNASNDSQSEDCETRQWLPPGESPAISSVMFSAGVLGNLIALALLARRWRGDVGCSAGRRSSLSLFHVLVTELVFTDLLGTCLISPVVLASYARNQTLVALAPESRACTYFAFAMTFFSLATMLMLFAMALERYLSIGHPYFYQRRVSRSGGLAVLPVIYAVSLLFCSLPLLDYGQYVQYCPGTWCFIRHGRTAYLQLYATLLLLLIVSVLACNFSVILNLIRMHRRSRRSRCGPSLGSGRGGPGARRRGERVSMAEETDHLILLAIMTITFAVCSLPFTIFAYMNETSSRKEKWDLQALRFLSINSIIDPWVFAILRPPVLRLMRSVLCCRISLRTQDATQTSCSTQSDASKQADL
# Numbers without * were called inactive; & = joins results of further samples. Not all compounds are listed (hit frequency here may not be typical).
SMILES,EP2 modulator
CC(C)(C)c1cc(C(=O)N2CCC(O)(c3ccccn3)CC2)n[nH]1,-34
CCOc1ccccc1-n1c(SCC(=O)Nc2cccc(O)c2)nnc1-c1cccnc1,18
Cc1sc2nc(SCC(=O)Nc3ccccc3Cl)[nH]c(=O)c2c1C,-30
COc1cccc(C2(NC(=O)c3cc(CN4CCOCC4)c(C)o3)CCCC2)c1,-11
CC(C)(C)c1ccccc1NC(=O)CSc1nc(-c2ccco2)cc(C(F)(F)F)n1,-40
Cc1ccc(NC(=O)CN2C(=O)/C(=C3\SC(=S)N(CCC(=O)O)C3=O)c3ccccc32)cc1,-4
CCCn1c(/C=C/C2=CCN(C)CC2)nc2ccccc21,-38
CCOC(=O)c1sc(NC(=O)CSc2nnc3c(C)cc4ccccc4n23)nc1C,22
COc1ccc2c(c1)cc(C)c1nn(CC(=O)N3CCCC3)c(=O)n12,-29
COc1ccccc1OCC1CCCN(Cc2ccnc(N3CCCC3)n2)C1 (stereo not drawn),-36
CC(=O)N1CCN(c2ccc(NC(=O)COc3ccc(C)cc3C)cc2)CC1,22
CC(C)[C@H]1CN(Cc2ccccc2F)CCN1C(=O)c1cscn1,-11

# Look-ups from the entries so far.
# EP2 modulator result of `COc1cccc(C2(NC(=O)c3cc(CN4CCOCC4)c(C)o3)CCCC2)c1` : -11
# EP2 modulator result of `COc1ccccc1OCC1CCCN(Cc2ccnc(N3CCCC3)n2)C1` (stereo not drawn) : -36
# EP2 modulator result of `CC(=O)N1CCN(c2ccc(NC(=O)COc3ccc(C)cc3C)cc2)CC1` : 22
# EP2 modulator result of `Cc1sc2nc(SCC(=O)Nc3ccccc3Cl)[nH]c(=O)c2c1C` : -30
# EP2 modulator result of `CC(C)(C)c1cc(C(=O)N2CCC(O)(c3ccccn3)CC2)n[nH]1` : -34
# EP2 modulator result of `Cc1ccc(NC(=O)CN2C(=O)/C(=C3\SC(=S)N(CCC(=O)O)C3=O)c3ccccc32)cc1` : -4

# (listing goes on)
SMILES,EP2 modulator
CCOC(=O)C1=C(C)Nc2nnnn2C1c1cccc(O)c1 (stereo not drawn),-12
CCC(=O)Nc1ccc2nc(SCC(=O)Nc3cccc(C(C)=O)c3)sc2c1,-108
Cc1ccccc1C1(O)CCN(CC(O)c2ccc3c(c2)CCC3)CC1 (stereo not drawn),-62
CCNC(=O)CC[C@H](N)C(=O)O,1
Nc1nnc(CCS(=O)(=O)c2ccc(Cl)c(Cl)c2)s1,0
COc1cc(-c2nc3cnccn3c2NCc2ccc3c(c2)OCO3)ccc1O,-46
COc1ccc(OC)c(C2NC(=O)C(C#N)=C(S)N2c2ccccc2)c1 (stereo not drawn),-18
Cc1ccc(NC(=O)CN2CCC(n3nnc4cc(C(F)(F)F)ccc43)CC2)c(Br)c1,7
Cc1ccccc1NC(=O)CSc1nnc2cc(C)c3ccccc3n12,-10
Cc1nn(CC(=O)Nc2ccccc2F)c(=O)c2cc3sccc3n12,-33
Cc1cc(CN(CCN2CCOCC2)Cc2cccnc2)c(C)n1-c1ccccc1F,-4
COc1ccc(CN2CCN(S(C)(=O)=O)CC2)cc1OC,-17
COc1ccc(N(Cc2cc3ccccc3[nH]c2=O)C(=O)c2cc(OC)c(OC)c(OC)c2)cc1,-46
Cc1ccc(NC(=O)C2CCN(c3nccc(C)n3)CC2)c(C)c1,6
COc1ccc(NC(=O)N(Cc2ccc(Cl)cc2)Cc2cc3cc(C)ccc3[nH]c2=O)cc1,-9
Cc1ccc2cc(CN(Cc3ccco3)C(=O)Nc3ccc(Cl)cc3)c(=O)[nH]c2c1,-62
CCOc1cc(S(=O)(=O)n2c([N+](=O)[O-])cnc2C)ccc1Br,-22
COc1ccc(CCNC(=O)Cn2c(=O)n(C(C)C)c3ncccc32)cc1OC,-5
COC(=O)c1ccc(C2C(C(=O)OC(C)C)=C(N)OC3=C2C(=O)CC(C)(C)C3)cc1 (stereo not drawn),65*
O=C(CN1CCCC1)Nc1ccc2ccccc2c1,-48
COC(=O)c1sc(N2C(=O)C(=O)/C(=C(\O)c3ccc(OC)c(C)c3)C2c2cccnc2)nc1C (stereo not drawn),8
Cc1ccc(-n2c(SCC(=O)NC(C)C)nnc2-c2cccnc2)c(C)c1,20
OC(CN1CCC(O)(c2ccc(F)cc2)CC1)c1ccc2ccccc2c1 (stereo not drawn),-95
CS(=O)(=O)N1CCc2cc(C(N)=O)ccc21,16
C=CCNC(=O)C1CCN(S(=O)(=O)c2ccc(F)cc2)CC1,-27
Cc1cc(C)c(NC(=O)c2ccncc2)c(C)c1,-9
CC1CCc2c(sc(NC(=S)NC(=O)c3c(Cl)cnn3C)c2C#N)C1 (stereo not drawn),-19
Cn1c(=O)c2c(nc(N/N=C/c3ccccc3C(=O)O)n2C)n(C)c1=O,17
S=C(Nc1ccc(Cl)cc1)N1CCC(c2nc3ccccc3s2)CC1,-85
O=C(CCN1CCOCC1)Nc1ccc(F)cc1F,6
Cc1ccc(-c2nc(C(N)=O)c3[nH]c(=O)n(Cc4ccccc4)c3n2)s1,-20
O=C(CN1C(=O)[C@@H]2CCCN2C(=O)c2ccccc21)NCc1ccc(Cl)cc1,-33
COc1cc(-c2nc3cnccn3c2NCc2ccc(F)cc2)ccc1O,-64
Cn1c(N2CCC(C(=O)NC3CCN(Cc4ccccc4)CC3)CC2)nc2ccccc21,-61
Cc1c(Cl)cccc1NC(=O)CSc1nc(C2CC2)nc2ccccc12,24
CCC(c1nnnn1C1CCCCC1)N(Cc1cc2cc(C)cc(C)c2[nH]c1=O)C1CCCC1 (stereo not drawn),23
Cc1ccc(C(=O)C[n+]2ccc3ccccc3c2C)cc1,-39
COc1ccc(OC)c(C(C)NC(=O)C2CCCN(c3nc4ccccc4n3C)C2)c1 (stereo not drawn),-4
CCC(=O)Nc1ccc(NC(=O)CSc2ncnc3sc(C)c(C)c23)cc1C,1
O=C(c1ccco1)N1CCC(O)(c2ccccc2)CC1,-1
COc1cc(Cn2ncc3cccn3c2=O)cc(OC)c1OC,2
CCCc1nc2ccccc2n1CC(=O)N(c1ccccc1)C(C)C,9
O=C(Nc1ccc(Br)cc1Br)C1CC(=O)N(c2ccc(F)cc2)C1 (stereo not drawn),-36
COc1cccc(-c2[nH]ncc2CN(C)CCOc2ccccc2)c1,-26
O=C(C1CC=CCC1)N1CCCC(c2ncncc2-c2ccncc2)C1 (stereo not drawn),-11
CC1=C(C#N)c2nc(N)c(C#N)c(C)c2/C1=C\c1ccc(N(C)C)cc1,-25
COc1ccc(CNc2n[nH]c3nc(C)cc(C)c23)cc1Cn1nc(C)cc1C,-45
CC(C)C(NC(=O)OC(C)(C)C)C(=O)N1CCCC1C(N)=O (stereo not drawn),-1

# Of the compounds above, 3 contain a cyano group:
SMILES,EP2 modulator
COc1ccc(OC)c(C2NC(=O)C(C#N)=C(S)N2c2ccccc2)c1 (stereo not drawn),-18
CC1CCc2c(sc(NC(=S)NC(=O)c3c(Cl)cnn3C)c2C#N)C1 (stereo not drawn),-19
CC1=C(C#N)c2nc(N)c(C#N)c(C)c2/C1=C\c1ccc(N(C)C)cc1,-25

# The results go on:
SMILES,EP2 modulator
CCc1nn(CC(=O)OC2CCCCC2)c(=O)c2cc3oc(C)cc3n12,-37
COc1ccc(-n2nnnc2SCC(=O)Nc2cc(C)ccc2OC)cc1,-136
CCC(C)(C)Nc1ncccc1C(=O)O,-10
c1ccc2c(c1)COC1(CCCCC1)N2,8
C=C(C)COc1cccc(CN2CCC(NC(C)=O)(c3ccc(F)cc3)CC2)c1,-34
CCOC(=O)C1CCN(c2cc(CC)nc3c4c(C)cc(C)nc4nn23)CC1,-34
C=CCn1c(N2CCC(C(=O)NCC(C)C)CC2)nc2ccccc21,-30
CC1CC(C)CN(CC(O)c2ccc3c(c2)CC(C)N3S(C)(=O)=O)C1 (stereo not drawn),-17
CCn1c(COc2cccc(C)c2)nnc1SCC(=O)N1CCCc2ccccc21,9
O=C(O)CC1(CC(=O)O)Nc2ccccc2SC1=O,26
CC1CCCN(c2nc3c(c(=O)[nH]2)CCN(Cc2ccc4nccnc4c2)C3)C1 (stereo not drawn),-5
Fc1ccc(Cc2nc(C3CCCN3)n[nH]2)cc1 (stereo not drawn),-7

# Random excerpt: 2 compounds from above
SMILES,EP2 modulator
CCc1nn(CC(=O)OC2CCCCC2)c(=O)c2cc3oc(C)cc3n12,-37
c1ccc2c(c1)COC1(CCCCC1)N2,8

# The list continues:
SMILES,EP2 modulator
COC(=O)COc1ccc(Cl)cc1C1NC(=O)NC(C)=C1C(=O)OC (stereo not drawn),7
Cc1cc(-c2cncnc2C2CCCN(C(=O)C3CC=CCC3)C2)on1 (stereo not drawn),-9
COc1ccc(C(c2nnnn2C(C)(C)C)N2CCN(c3ccc(OC)cc3)CC2)cc1 (stereo not drawn),8
COc1cccc(C(O)CN2CCC(O)(c3ccc(C(F)(F)F)cc3)CC2)c1 (stereo not drawn),-41
O=C(c1cn(C[C@H]2CCCNC2)nn1)N1CCOCC1,-9
COc1ccccc1C1(NCc2c(C)nc3cc(C)ccn23)CCCC1,-28
CCn1c(COc2cccc(C)c2C)nnc1SCC(=O)NC(C)(C)C,-25
Cc1nnc(SCC(N)=O)n1-c1ccccc1,6
COc1ccccc1C1(O)CCN(CCNC(=O)c2cc(F)cc(F)c2)CC1,-28
CCCc1nc2ccccc2c(=O)n1CCc1ccccc1,1
CC1CCN(C(=O)CN2CCC(n3nnc4ccccc4c3=O)CC2)CC1,-15
Cc1ccc(OCCNC(=O)C(C)Cn2cccn2)cc1 (stereo not drawn),-39

# Part of the list above in order of SMILES length, high to low:
SMILES,EP2 modulator
CC1CCN(C(=O)CN2CCC(n3nnc4ccccc4c3=O)CC2)CC1,-15
O=C(c1cn(C[C@H]2CCCNC2)nn1)N1CCOCC1,-9
Cc1nnc(SCC(N)=O)n1-c1ccccc1,6

# New compounds follow
SMILES,EP2 modulator
COc1ccc(C2/C(=C(/O)c3ccccc3)C(=O)C(=O)N2CC#N)cc1OC (stereo not drawn),19
Cc1cccc(CCN(C(=O)c2csnn2)C(C(=O)NC(C)(C)C)c2ccco2)c1 (stereo not drawn),-29
CCc1ccc2[nH]c(=O)c(CN(Cc3cccs3)C(c3nnnn3C3CCCC3)C(C)C)cc2c1 (stereo not drawn),63*
CCNC(=S)N(CCc1cccc(C)c1)Cc1cc2cc(C)c(C)cc2[nH]c1=O,0
C=C(C)CN1CCN(Cc2ccc(OCC(=O)N3CCOCC3)cc2)CC1,30
CCOc1cc(C(=S)N2CCCCC2)ccc1OC,-27
Cc1nnc(S(=O)(=O)c2ccc(N=Nc3c(N)nc(N)nc3N)cc2)s1,-2
NNC(=O)CNC(=O)/C=C/c1ccco1,-17
Cc1cccn2c(=O)c3cc(C(=O)NCc4ccco4)c(=N)n(CCCN4CCOCC4)c3nc12,-69
O=C(Nc1cccc(Cl)c1)C1CCN(c2cnccn2)CC1,-59
Cc1ccc(C)c2[nH]c(=O)c(CN(CCc3ccccc3)C(c3nnnn3C(C)(C)C)C(C)C)cc12 (stereo not drawn),51
COc1ccc(-c2cc3ncc(C#N)c(N)n3n2)cc1,6
CCOC(=O)c1sc2ncn(CC(=O)Nc3ccc(Cl)cc3)c(=O)c2c1C,2
COC(=O)c1cc(-c2ccc3ccccc3c2)[nH]c(=O)c1C#N,17
CCNC(=S)N1CCN(C)CC1,30
CN1[C@@H](C(=O)N2CCCCCC2)C[C@@H](c2ccco2)NS1(=O)=O,1
COc1cc2[nH]c(=O)c(C(=O)NCCCc3ccccc3)c(O)c2cc1OC,2
CCc1nc(SCC(=O)Nc2nnc(C)s2)c2c(C)c(C)sc2n1,16
COc1ccc(C(O)CN2CCC3(CC2)CC(O)c2cc(F)ccc2O3)cc1OC (stereo not drawn),-30
CCC(=O)N(Cc1ccccc1)Cc1cc2cc(C)ccc2n2nnnc12,11
Cc1ccc(NC(=O)CN2C(=O)c3ccccc3S2(=O)=O)cc1Cl,-37
Cc1ccc(C(=O)CSc2nc(C)cc(SCC(N)=O)n2)cc1,-58
CN(CCO)c1ccc(CN2CCc3c(nc(N4CCOCC4)[nH]c3=O)C2)cc1,-14
CCc1cc2cc3c(cc2n2c(=O)n(CC(=O)NC(C)C)nc12)OCO3,0
CCc1nn(CC(=O)NCc2ccc(OC)cc2)c(=O)c2cc3sc(C)cc3n12,-15
Cc1cc(NC(=O)c2ccc3c(c2)OCO3)ccc1NC(=O)c1ccccc1,-39
CN(C)CCNc1ccccn1,6
COc1ccc(Cl)cc1NC(=O)CSc1nccc(=O)[nH]1,-34
Cc1nn(CC(=O)Nc2cccc3ncccc23)c(=O)c2ccccc12,2
CC(NC(=O)Cc1cccc(Cl)c1)c1nc2cccnc2n1C(C)C (stereo not drawn),2
Cc1[nH]c2c(C(=O)NCCS(=O)(=O)NC3CCCCC3)cccc2c1C,-90
Clc1ccc(CSCCc2ccncc2)cc1Cl,4
CCC(CN1CCCCC1)NC(=O)Cc1ccc2c(c1)OCCO2 (stereo not drawn),-47
CCCCCN(CCCCC)C(=O)C(CCC(=O)O)NC(=O)c1ccc(Cl)c(Cl)c1 (stereo not drawn),25&0
CC1CCCCN1C(=O)CSc1nc(Cc2ccccc2)nc2ccccc12 (stereo not drawn),54
CCCc1cc(CNC(=O)C2(C)CC(c3ccccc3)=NO2)on1 (stereo not drawn),-68
CCOc1cccc(-c2csc(NC(=O)c3cnc(SC)nc3)n2)c1,-56
N[C@@H](CCCC(=O)O)C(=O)O,-16
CCCc1cc(C(=O)NC(C)c2nc(-c3ccccc3C)no2)n[nH]1 (stereo not drawn),-100
Cc1c(C(=O)N2CCC3(CC2)NC(=O)c2ccccc2O3)cnn1C,-13
O=C(O)[C@@H](Br)[C@@H](Br)c1ccccc1[N+](=O)[O-],29
Cc1ccc(-c2nnc(SCC(=O)Nc3nc(C)c(C)s3)n2C)cc1,-29
CCc1nnc(NC(=O)CSc2nc3sc(C)c(C)c3c(=O)n2-c2ccccc2)s1,9
CCc1ccc(OCCCC(=O)Nc2nnc(C(C)C)s2)cc1,-26
COc1ccc(C2CCN(CC(=O)Nc3nc(C)c(C)s3)CC2)cc1,-89
COC(=O)c1c(NC(=O)c2ccc(OC)cc2)sc(C(=O)NC2CCCCC2)c1C,-12
O=C(O)c1cc(O)c(O)c(O)c1,18

# High-throughput results (PubChem)
